Assay outcomes (PubChem BioAssay)
S1P3 antag: S1P3 receptor antagonists, primary screen, cell-based | CHO S1P3 NFAT-BLA reporter, FRET fluorescence, antagonist mode | 0.27% of 170,000 active | Sphingosine 1-phosphate receptor 3 (Homo sapiens), Q99500 | inhibition, % at 4.98 µM;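 active = inhibition above the plate cutoff, the mean inhibition of test wells on that plate plus 3 SD, cut at about 28% in these data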;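 also: cells challenged with S1P at its EC80 of 0.8 µM; blue over green emission ratio from cleaved BLA substrate after 4 h stimulation; 0% = S1P-stimulated wells and 100% = unstimulated DMSO-only wells; some compounds past the cut are filed as inactive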
Target sequence (Q99500 whole entry, looked up): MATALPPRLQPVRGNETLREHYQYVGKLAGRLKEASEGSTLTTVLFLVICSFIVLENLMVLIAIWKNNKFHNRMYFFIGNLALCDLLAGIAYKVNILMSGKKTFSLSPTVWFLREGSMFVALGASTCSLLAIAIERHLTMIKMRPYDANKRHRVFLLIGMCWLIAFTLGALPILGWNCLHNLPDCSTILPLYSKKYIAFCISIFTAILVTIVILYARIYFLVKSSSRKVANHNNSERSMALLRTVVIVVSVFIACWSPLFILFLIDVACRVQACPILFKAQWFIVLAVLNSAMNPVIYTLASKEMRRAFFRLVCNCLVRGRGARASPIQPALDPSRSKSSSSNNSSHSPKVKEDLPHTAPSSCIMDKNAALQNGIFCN
Numbers without * were called inactive. These rows are one share of the data. The share of hits here may be higher or lower than overall.

How did CN(C)C(=O)CN1CCN(Cc2nc(CC3CC3)no2)CC1 do in these assays?
S1P3 antag: -9

What do the screens show for `O=C(O)CC12CC3CC(C1)CC(n1ncc(NCc4ccco4)c(Cl)c1=O)(C3)C2`?
S1P3 antag: 2

How did CCOc1ccc(NCc2cc3cc(OC)ccc3[nH]c2=O)cc1 do in these assays?
S1P3 antag: -14

What do the screens show for `Cc1ccc(-n2nc(C)c3c(C)onc3c2=O)cc1`?
S1P3 antag: -10

What do the screens show for `CN(C(=O)c1ccc2nccnc2c1)C1CCCCC1`?
S1P3 antag: -5

What do the screens show for `COc1ccc(/C(C)=N/Nc2nc3ccccc3nc2C)cc1`?
S1P3 antag: 4

How did Cc1no[n+]([O-])c1COc1cccc(/C=N/Nc2nncn2N)c1 do in these assays?
S1P3 antag: -15

What do the screens show for `COc1ccc(OC)c(C(=O)c2ccc(Cl)cc2)c1`?
S1P3 antag: 0

How did CC1=NNC(=O)C1Oc1ccccc1 (configuration not stated) do in these assays?
S1P3 antag: -1

How did O=C(N1CCCCC1)N1CCC(c2nc3ccccc3[nH]2)CC1 do in these assays?
S1P3 antag: 2

What do the screens show for `O=C(Nc1ccccc1)[C@@H]1[C@@H]2C(=O)N(c3ccc(F)cc3)C(=O)[C@@H]2[C@H]2C=CC=NN21`?
S1P3 antag: -4

Results for NC(=O)N/N=C/c1cc(F)cc(F)c1 ?
S1P3 antag: -10

How did CCOc1ccc(-c2nc(CN3CCCCC3CCn3cccn3)c(C)o2)cc1 (configuration not stated) do in these assays?
S1P3 antag: -23

What do the screens show for `CCOC(=O)c1sc(NC(=O)CN2C(=O)NC3(CCCCCCC3)C2=O)c(C(=O)OCC)c1C`?
S1P3 antag: -6

What do the screens show for `CN(C)c1cccc2cccc(N(C)C)c12`?
S1P3 antag: -3

How did O=c1cc[nH]c2c(Cl)cccc12 do in these assays?
S1P3 antag: -2

How did CCOC(=O)C(c1ccccc1)C(Nc1ccc(Cl)c(Cl)c1)c1ccccn1 (configuration not stated) do in these assays?
S1P3 antag: 19

Results for NNC(=O)c1ccc(CSc2n[nH]c(=O)[nH]c2=O)cc1 ?
S1P3 antag: -1

How did O=C(NC1CCCC1)c1ccc(Cn2c(=O)[nH]c3ccsc3c2=O)cc1 do in these assays?
S1P3 antag: -11

Results for CCOC(=O)c1csc(-c2sccc2Br)n1 ?
S1P3 antag: -2

Structures from the list above that have an NH in an aromatic ring (5):
How did CCOc1ccc(NCc2cc3cc(OC)ccc3[nH]c2=O)cc1 do in these assays?
S1P3 antag: -14

How did O=C(N1CCCCC1)N1CCC(c2nc3ccccc3[nH]2)CC1 do in these assays?
S1P3 antag: 2

How did O=c1cc[nH]c2c(Cl)cccc12 do in these assays?
S1P3 antag: -2

Results for NNC(=O)c1ccc(CSc2n[nH]c(=O)[nH]c2=O)cc1 ?
S1P3 antag: -1

How did O=C(NC1CCCC1)c1ccc(Cn2c(=O)[nH]c3ccsc3c2=O)cc1 do in these assays?
S1P3 antag: -11

(continued)
Results for COc1ccc(C(=O)N/N=C(\C)CC(=O)Nc2ccc3c(c2)OCO3)cc1 ?
S1P3 antag: 7

What do the screens show for `O=C(Cn1nnc(-c2cccc(C(F)(F)F)c2)n1)NNS(=O)(=O)c1cccc(C(F)(F)F)c1`?
S1P3 antag: 9

Results for CC(C)=NNC(=O)c1c(O)c2ccccc2[nH]c1=O ?
S1P3 antag: -15

How did O=C(NNS(=O)(=O)c1ccccc1Cl)c1nn(-c2ccc(F)cc2)ccc1=O do in these assays?
S1P3 antag: -7

How did O=C(NC(=S)Nc1cc(Cl)ccc1O)c1cccc(Br)c1 do in these assays?
S1P3 antag: -1

What do the screens show for `CCOC(=O)c1sc(NC(=O)c2cccc(S(=O)(=O)N3CCc4ccccc43)c2)c(C#N)c1C`?
S1P3 antag: -2

Results for CCC(=O)c1ccc(OCC(=O)c2ccc3c(c2)NC(=O)CO3)cc1 ?
S1P3 antag: 2

How did CCSc1nc(=S)cc(C)[nH]1 do in these assays?
S1P3 antag: -5

Results for c1ccc(CN(Cc2ccccc2)c2ncnc3c2nnn3Cc2ccccc2)cc1 ?
S1P3 antag: -9

Results for CCCCn1cnc2c(oc3nc4c(cc32)CCCC4)c1=O ?
S1P3 antag: 4

Three entries drawn at random from those above, as already listed:
Results for CCC(=O)c1ccc(OCC(=O)c2ccc3c(c2)NC(=O)CO3)cc1 ?
S1P3 antag: 2

What do the screens show for `O=C(Cn1nnc(-c2cccc(C(F)(F)F)c2)n1)NNS(=O)(=O)c1cccc(C(F)(F)F)c1`?
S1P3 antag: 9

How did O=C(NNS(=O)(=O)c1ccccc1Cl)c1nn(-c2ccc(F)cc2)ccc1=O do in these assays?
S1P3 antag: -7

(listing goes on)
What do the screens show for `COc1ccc(CCN=Cc2ccccc2O)cc1OC`?
S1P3 antag: 1

How did O=C(CNC1CCN(Cc2ccccc2)CC1)Nc1ccc(S(=O)(=O)N2CCCCC2)cc1 do in these assays?
S1P3 antag: -4

What do the screens show for `CC(C)c1nc2sc(C(=O)O)c(N)c2c2c1CCCC2`?
S1P3 antag: -4

Results for Cc1ccc(C(=O)O/N=C2/CC3CCC2(C)[C@@]3(C)CBr)cc1 (some centres not stated) ?
S1P3 antag: -2

Results for COc1ccc(/C=N/n2cncn2)cc1Cn1cc([N+](=O)[O-])cn1 ?
S1P3 antag: 2

Results for CC(C)C(=O)NC(CC(=O)O)c1ccccc1 (configuration not stated) ?
S1P3 antag: 4

What do the screens show for `CC(C)n1c(O)c(/C=C2\C=NN=C2c2ccccc2)sc1=S`?
S1P3 antag: 1

How did CC(C)c1ccc(NC(=O)CSc2n[nH]c(=O)n2-c2ccc3c(c2)OCCO3)cc1 do in these assays?
S1P3 antag: -8

Results for NC1=NC(c2ccc(Cl)cc2)N(c2ccc(S(N)(=O)=O)cc2)C(N)=N1 (configuration not stated) ?
S1P3 antag: 18

How did COc1ccc(N(CC(=O)N/N=C/c2ccco2)S(=O)(=O)c2ccccc2)cc1Cl do in these assays?
S1P3 antag: -7

What do the screens show for `CCc1cc2c(SCc3nc4sc(C(C)=O)c(C)c4c(=O)[nH]3)ncnc2s1`?
S1P3 antag: -8

How did CCCCCCCCSc1nnc(/N=C/N(C)C)s1 do in these assays?
S1P3 antag: 7

How did N#Cc1ccc(S(=O)(=O)N2CCCN(c3ccc(C(F)(F)F)cn3)CC2)cc1 do in these assays?
S1P3 antag: -1

How did S=c1nc2ccccc2c2nc(-c3cccnc3)[nH]n12 do in these assays?
S1P3 antag: -10

What do the screens show for `CN=C1SC(CC(=O)Nc2ccc(F)cc2F)C(=O)N1/N=C(\C)c1cccc(OCC(=O)O)c1` (configuration not stated)?
S1P3 antag: -2

How did CC(C)C1C(c2ccccc2)NC(c2ccccc2)CC1(O)c1ccc(F)cc1 (configuration not stated) do in these assays?
S1P3 antag: 20

Results for Nc1n[nH]c(=S)n1-c1ccc(Cl)cc1 ?
S1P3 antag: -12

How did CCOC(=O)c1c(-c2ccccc2)oc2ccc(OC(C)C(=O)O)cc12 (configuration not stated) do in these assays?
S1P3 antag: -8

How did O=C(NCCCCCCNC(=O)c1cncc(O)c1)c1cncc(O)c1 do in these assays?
S1P3 antag: -4

Results for O=C(Nc1ccccc1)Nc1nc(-c2ccccc2)cs1 ?
S1P3 antag: 5

What do the screens show for `CCC(NC(=O)NNC(=O)c1ccncc1)(C(F)(F)F)C(F)(F)F`?
S1P3 antag: -1

How did COc1ccc(Oc2nc(-c3ccncc3)nc3ccccc23)cc1 do in these assays?
S1P3 antag: -6

Results for Cc1nc2ccccc2c2c1CC(C)S2 (configuration not stated) ?
S1P3 antag: -13

What do the screens show for `O=C(O)c1cc([N+](=O)[O-])ccc1NCCc1ccccc1`?
S1P3 antag: 4

Results for CCn1c(=O)c2cc(C(=O)N(C)c3ccc(OC)cc3OC)sc2c2ccccc21 ?
S1P3 antag: 13

How did CNC(=S)N1CCc2cc(OC)c(OC)cc2C1 do in these assays?
S1P3 antag: -16

How did CCn1cc(C(=O)NC2CCCCCC2)c(=O)c2cc(S(=O)(=O)N3CCCCC3)ccc21 do in these assays?
S1P3 antag: 11

Results for COc1ccc(N(CN2C(=O)C3CCCCC3C2=O)C(=O)c2ccco2)cc1 (configuration not stated) ?
S1P3 antag: -6

Results for O=S(=O)([N-]c1nc2ccccc2nc1-[n+]1ccc(Cc2ccccc2)cc1)c1ccc(Br)s1 ?
S1P3 antag: 1

How did CCCCCC(=O)C(=O)c1ccc(O)cc1O do in these assays?
S1P3 antag: -2

How did COc1ccc(S(=O)(=O)N2CCOCC2)cc1NC(=O)CSc1nnc2c(n1)[nH]c1ccccc12 do in these assays?
S1P3 antag: 1

How did COC(=O)c1c(C)oc(C)c1S(=O)(=O)N(C)C1CCCCC1 do in these assays?
S1P3 antag: 4

What do the screens show for `COC(=O)c1ccc(Cl)cc1N(Cc1c(F)cccc1Cl)S(C)(=O)=O`?
S1P3 antag: 3

Results for Clc1ccccc1OCc1nnc2n1CCCCC2 ?
S1P3 antag: 17

What do the screens show for `Clc1ccc(-c2ccc(CNCC3CCCO3)o2)cc1` (configuration not stated)?
S1P3 antag: -8

How did O=S(=O)(Nc1nc2ccccc2nc1OCC(F)(F)F)c1cccs1 do in these assays?
S1P3 antag: -19

What do the screens show for `S=C(Nc1ccccc1)Nc1nccs1`?
S1P3 antag: -1

What do the screens show for `COc1cc(/C=C2\SC(=S)N(NS(=O)(=O)c3ccc(C)cc3)C2=O)ccc1O`?
S1P3 antag: 2

What do the screens show for `CN1CCc2c(sc(/N=C/c3c[nH]c4ccccc34)c2C(N)=O)C1`?
S1P3 antag: 2

Results for Cc1nc2c(cnn2-c2ccc(Cl)cc2)c(=O)n1-c1ccc2c(c1)OCCO2 ?
S1P3 antag: 0

What do the screens show for `Cc1cc(C)c2c(N)c(C(=O)NN)sc2n1`?
S1P3 antag: -4

How did O=C1CSC(c2ccccc2)N1c1cccnc1 (configuration not stated) do in these assays?
S1P3 antag: -9

What do the screens show for `CCOc1ccc(C2c3[nH]c4ccccc4c3CCN2Cc2cccn2-c2ncccn2)cc1` (configuration not stated)?
S1P3 antag: 3

What do the screens show for `CC12COC3(C(=O)N4CCN(c5ccccn5)CC4)CC1CCC32C` (configuration not stated)?
S1P3 antag: -22

How did CCN(Cc1cc(=O)[nH]c2ccccc12)C(=O)C(C)C do in these assays?
S1P3 antag: -10

What do the screens show for `Cc1cc(/C=N/NS(=O)(=O)c2ccc(F)c(Cl)c2)no1`?
S1P3 antag: 11

Results for NS(=O)(=O)c1cccc(NC(=O)COC(=O)C2CCN(S(=O)(=O)c3cccs3)CC2)c1 ?
S1P3 antag: 10

Results for COC(=O)c1onc(-c2c(Cl)cccc2Cl)c1C(=O)OC ?
S1P3 antag: -9

How did O=S(=O)(Oc1ccccc1N1CCCCC1)c1ccccc1 do in these assays?
S1P3 antag: 11

What do the screens show for `O=C1CC(N(O)c2ccccc2)C(=O)N1c1ccc(Cl)c(Cl)c1` (configuration not stated)?
S1P3 antag: 2

How did Cc1ccc(C)c(SCC(=O)Nc2ccc(S(=O)(=O)Nc3ncccn3)cc2)c1 do in these assays?
S1P3 antag: -2

Results for CCn1cc(S(=O)(=O)CC(=O)N2CCc3ccccc32)c2ccccc21 ?
S1P3 antag: -9

What do the screens show for `O=C1CC(N(CCc2ccccc2)C(=S)Nc2ccccc2)C(=O)N1c1ccc(F)cc1` (configuration not stated)?
S1P3 antag: 14

Results for N/N=C(\Cc1cscn1)c1ccc(O)cc1O ?
S1P3 antag: 2

Results for COc1ccc(-c2cc(C(=O)Nc3ccc(S(=O)(=O)Nc4onc(C)c4C)cc3)c3ccccc3n2)cc1 ?
S1P3 antag: -7

Results for COc1ccccc1NC(=O)Nc1ccc(C(=O)N2CCCCC2)cc1 ?
S1P3 antag: 11

How did N#Cc1ccc(NC(=O)c2cc3cc4c5c(c3oc2=N)CCCN5CCC4)cc1 do in these assays?
S1P3 antag: 15

How did CCOC(=O)c1nn(-c2ccc(Cl)cc2Cl)c(=N)c(C#N)c1C do in these assays?
S1P3 antag: -5

Results for O=C1OCCC/C1=C\c1ccc2c(c1)OCO2 ?
S1P3 antag: -4

What do the screens show for `Cc1nc(C(F)(F)F)ccc1C(=O)Nc1ccccc1F`?
S1P3 antag: 4

How did C=CCNC(=S)NC(=O)c1csc([N+](=O)[O-])c1 do in these assays?
S1P3 antag: -4

Results for CC1CCC2(CC1)SCC(=O)N2c1ccc(F)cc1 (configuration not stated) ?
S1P3 antag: -6

How did Cc1sc2ncn(/N=C/c3ccco3)c(=O)c2c1C do in these assays?
S1P3 antag: -1

How did Cc1coc2cc3oc(=O)c(CCC(=O)O)c(C)c3cc12 do in these assays?
S1P3 antag: 1

How did CCOc1ccccc1CN1CCN(Cc2ccon2)CC1CCO (configuration not stated) do in these assays?
S1P3 antag: -5

Results for Cc1ccc(SCC(=O)N2CCN(c3ccccn3)CC2)cc1 ?
S1P3 antag: 0

How did O=C(NC12CC3CC(CC(C3)C1)C2)c1ccc(N2CCNCC2)c([N+](=O)[O-])c1 do in these assays?
S1P3 antag: -8

Results for C=CCN(c1ccccc1C(=O)NCC(=O)O)S(=O)(=O)c1ccc(C)cc1 ?
S1P3 antag: -4

How did O=C/C=C/c1coc2ccc3ccccc3c2c1=O do in these assays?
S1P3 antag: -7
